Compound activity (PubChem)
hDAT+cocaine – changed human dopamine transporter uptake under cocaine IC80 | Q01959 | LLC-PK1 hDAT cells, [14C]-dopamine uptake with cocaine IC80; actives deviate in either direction | B-score at 10 µM | 110,000 tested, 1.3% active | AID 449768;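 active = Z score or B-score, a plate-position-corrected score, falls beyond the plate's 99.7% confidence bounds, in either direction; inactive = both scores lie inside the 99.7% bounds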;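 note: scored against the spread of the other compound wells on the same plate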
HUVEC tox TNFa – toxic to HUVEC cells under TNF alpha stimulation; cell count reduction, % at 2 µM; 93,000 tested, 0.17% active; HUVEC TNFalpha-stimulated, Hoechst cell count, imaging;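 active = cell count reduction exceeding the screen mean by over 5 SD, scaled to untreated wells per plate, cut at about 78% in these data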;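 note: cells counted after 24 h of TNF alpha exposure following the 1 h pretreatment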
F-actin modifier – modifiers of cytoskeleton assembly. 91,000 tested, 0.18% active. inhibition, % at 2 µM. HUVEC TNFa F-actin phalloidin imaging, high content;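 active = inhibition above the batch mean plus 3 SD and confirmed as a hit by visual image inspection, cut at about 30% in these data, passing the limit was not always enough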; note: strong numbers were not always called active
sEH inh – blocks human soluble epoxide hydrolase activity. P34913. recombinant human sEH enzymatic activity assay. inhibition, % at 2 µM. 91,000 tested, 0.34% active; in the data active = inhibition above about 80%; note: values of inactives mirror those of a sister screen read the other way; many of its hits are not listed in these tables
Target sequence (P34913 whole entry, looked up): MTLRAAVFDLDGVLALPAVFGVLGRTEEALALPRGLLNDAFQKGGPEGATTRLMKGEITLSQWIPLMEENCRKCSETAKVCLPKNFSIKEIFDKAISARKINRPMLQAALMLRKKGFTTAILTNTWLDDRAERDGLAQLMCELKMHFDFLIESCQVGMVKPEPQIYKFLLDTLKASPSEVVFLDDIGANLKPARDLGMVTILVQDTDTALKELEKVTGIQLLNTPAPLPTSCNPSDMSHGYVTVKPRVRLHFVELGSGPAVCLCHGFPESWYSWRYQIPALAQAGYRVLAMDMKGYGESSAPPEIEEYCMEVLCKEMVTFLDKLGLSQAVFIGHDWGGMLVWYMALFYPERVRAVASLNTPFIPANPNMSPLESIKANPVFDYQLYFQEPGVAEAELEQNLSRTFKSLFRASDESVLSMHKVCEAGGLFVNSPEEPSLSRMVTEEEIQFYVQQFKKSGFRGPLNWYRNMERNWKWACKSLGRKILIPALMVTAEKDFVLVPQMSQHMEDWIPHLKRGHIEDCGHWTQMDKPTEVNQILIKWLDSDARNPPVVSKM
VCAM1 TNFa inh – reduces TNF alpha induced VCAM1 expression in HUVEC; HUVEC TNFa-induced VCAM-1 immunofluorescence, high-content imaging; inhibition, % at 2 µM; 95,000 tested, 0.48% active; AID 802;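 active = inhibition above the batch mean plus 3 SD, with images confirmed as a hit by eye, cut at about 37% in these data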;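 note: 0% = TNF-stimulated DMSO wells and 100% = unstimulated control wells; not every result past the cut was called active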
PLK1 kinase inh – inhibitors of human PLK1 kinase. P53350. recombinant PLK1 kinase, TR-FRET peptide phosphorylation. inhibition, % at 10 µM. 97,000 tested, 0.53% active. AID 619;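 active = inhibition of 50% or more in the single-concentration screen; inactive = inhibition below 50%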;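 note: 0% = DMSO max control and 100% = H-89 dihydrochloride min control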
IL1B cytotox – HUVEC cytotoxicity counter-screen, IL-1B stimulated; AID 845; HUVEC cell count loss, Hoechst imaging; cell count reduction, % at 2 µM; 94,000 tested, 0.41% active;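 active = cell count reduction more than 3 SD above the screen-wide mean, cut at about 70% in these data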;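 note: normalized per plate to untreated control cells as the no-loss baseline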
PLK1 PBD inh – inhibitors of human Plk1 polo box domain binding; P53350; Plk1 PBD phosphopeptide binding, fluorescence polarization; inhibition, %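 (tested at about 20 µM)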; 97,000 tested, 0.13% active; AID 693; in the data active = inhibition above about 34%, passing the limit was not always enough
E coli WT exp – growth inhibitors of E. coli BW25113 wild type; OD600 absorbance; growth inhibition, % at 100 µM; 98,000 tested, 0.15% active; AID 710;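 active = growth inhibition above about 50% at one test dose, limit read from the data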;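 note: growth measured after 20 h incubation at 37 °C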
Numbers without * were called inactive; . = no result given; & = joins results of further samples.

SMILES	hDAT+cocaine	HUVEC tox TNFa	F-actin modifier	sEH inh	VCAM1 TNFa inh	PLK1 kinase inh	IL1B cytotox	PLK1 PBD inh	E coli WT exp
C#CCONC(=O)c1cc(OCC(F)(F)F)ccc1OCC(F)(F)F	1.3	-13	23	0	8	-9	-15	-19	2
Clc1ccc(-c2noc(CCCOc3ccccc3)n2)cc1	2.1	-25	21	6	18	-8	-10	5	-4
CCOc1ccc(S(=O)(=O)N(CC(=O)O)c2ccccc2)cc1	0.0029	-4	-4	6	10	-10	15	-2	-4
O=C(Cc1ccc(Nc2nc3ccc(Br)cc3[nH]2)cc1)NCCc1cccs1	-0.65	-18	22	27	6	0	-17	3	6
CN(C)S(=O)(=O)c1cc(S(=O)(=O)N(C)C)c(Cl)cc1N	-0.22	-20	21	.	4	-6	-5	-3	-1
Cc1ccc(N2CC(C)Cn3c2nc2c3c(=O)n(CC(=O)OCc3ccccc3)c(=O)n2C)cc1C (stereo unspecified)	-1.7	-3	-7	.	-1	6	5	-14	-8
O=C1CCNc2cc3ccccc3cc21	0.081	3	-16	5	4	-2	-42	-3	14
CCC1(C)Cc2ccccc2/C(=C/C(=O)N2CCCCC2)N1 (stereo unspecified)	0.25	-34	4	16	11	2	-6	11	3
COc1cccc(-n2c(SCC(=O)N3c4ccccc4CC3C)nnc2-c2ccco2)c1 (stereo unspecified)	2.9*	-32	8	-16	6	-9	12	16	-3
O=C1CC(c2ccc(F)cc2)Cc2nc(N3CCOCC3)ncc21 (stereo unspecified)	-0.7	-8	2	-2	6	-7	-12	0	8
Cc1cc(-n2c(C)cc(C(=O)CN3C(=O)NC4(CCCCC4C)C3=O)c2C)no1 (stereo unspecified)	0.6	-38	16	-10	0	0	14	18	-3
COc1ccc(NC(=O)N2CCCC2C(=O)NCc2ccc(F)cc2)cc1 (stereo unspecified)	-0.021	-4	-1	9	11	-10	-16	-1	.
COc1ccc(NC(=O)c2c(F)c(F)c(F)c(F)c2F)cc1Cl	-1.2	-3	-15	-1	28	-9	6	-10	1
C=CCc1ccc(OCCCOc2ccc(C)c(C)c2)c(OC)c1	-0.5	-6	0	-14	-3	-7	-16	14	3
N#Cc1nc(N2CCOCC2)nc(N2CCOCC2)n1	0.31	2	32	-4	15	-1	11	-2	1
Cn1nnnc1SCC(=O)Nc1ccccc1N1CCCCC1	-0.14	0	1	2	19	-8	16	22	-10
CSc1nnc(NC(=O)c2cc3ccccc3oc2=O)s1	0.11	-18	10	.	-1	-6	-3	11	-10
COc1nc(N(C)C)nc(-n2nnc(C(C)=O)c2C)n1	-0.076	-24	-9	-23	-1	0	8	-22	1
CSc1ccccc1C(=O)NCC1CCCO1 (stereo unspecified)	-1.7	-67	.	-18	-19	-7	24	-1	6
CCCc1cc(C(=O)Nc2sc3c(c2C#N)CCC3)no1	.	15	-25	-7	-4	-3	14	2	-17

The last 2 compounds of the part before open the next one:
SMILES	hDAT+cocaine	HUVEC tox TNFa	F-actin modifier	sEH inh	VCAM1 TNFa inh	PLK1 kinase inh	IL1B cytotox	PLK1 PBD inh	E coli WT exp
CSc1ccccc1C(=O)NCC1CCCO1 (stereo unspecified)	-1.7	-67	.	-18	-19	-7	24	-1	6
CCCc1cc(C(=O)Nc2sc3c(c2C#N)CCC3)no1	.	15	-25	-7	-4	-3	14	2	-17
Cc1cccc(C)c1Oc1nc(-c2ccccc2)ncc1S(=O)(=O)c1ccccc1	-0.069	2	-19	-6	-13	-11	4	-9	-16
CCN1C(=O)c2cccc3c(S(=O)(=O)NC(Cc4c[nH]c5ccccc45)C(=O)O)ccc1c23 (stereo unspecified)	-0.041	-15	-4	10	-3	-8	-128	-2	-2
COc1cccc(-c2noc(Cn3nc(C)c([N+](=O)[O-])c3C)n2)c1	-0.61	-7	22	6	-6	-9	-3	-9	8
Cc1cc(NC(=O)CSc2nnc(-c3cccnc3)n2C2CCCCC2C)no1 (stereo unspecified)	1	-22	.	4	-2	-4	5	14	2
Cc1ccc(S(=O)(=O)N2C(=O)CCC2C(=O)Nn2cnnc2)cc1 (stereo unspecified)	-1.5	-5	7	6	1	-4	7	13	1
Cc1c(C(=O)OCC(=O)c2ccc3c(c2)OCCO3)oc2ccccc12	0.33	0	-7	10	-16	-5	0	-1	-1
CCN(CC)CCNC(=O)c1c(C)oc2cc(Br)c(OC)cc12	0.72	-5	3	6	-2	-16	-22	4	4
COc1cc(-c2nc(-c3ccc(NC(=O)c4ccc5c(c4)OCO5)cc3)no2)cc(OC)c1OC	0.45	0	-5	3	42	-13	-5	-4	-7
COc1ccc(NC(=O)C2CC2)cc1NS(=O)(=O)c1ccc(F)cc1	-0.083	-26	7	1	2	-5	-12	-20	0
CCC(Sc1nncn1C)C(=O)Nc1nnc(-c2ccc(Cl)cc2)s1 (stereo unspecified)	0.77	-11	-5	6	3	-22	0	3	-5
O=C(Nc1cccc2nsnc12)c1ccc2c(c1)OCO2	0.21	-11	.	3	11	-1	-1	-11	-4
COc1ccc(N(CC(O)Cn2nnc3ccccc32)S(=O)(=O)c2ccc(C)cc2)cc1 (stereo unspecified)	-0.026	-44	-11	-4	-4	-9	1	-24	-8
Cc1nc(-c2ccccc2)nc2[nH]c(=O)n(-c3ccccc3)c(=O)c12	0.15	-13	10	7	12	-6	-16	-13	-14
CCS(=O)(=O)NCc1cn2ccsc2n1	-1	-12	-22	12	-1	-12	-4	6	7
CCOc1cc(CNc2cccc3ccccc23)cc(Br)c1OCC(=O)NC(C)(C)C	-0.37	-11	-2	3	15	-15	-2	-1	-19
CC1CCCN(S(=O)(=O)c2ccc(NC(=O)Cn3nnc(-c4ccccc4F)n3)cc2)C1 (stereo unspecified)	-0.39	-17	26	57	-5	-4	11	10	-11
CCOC(=O)CSc1nc2c(sc(=S)n2CCc2ccccc2)c(=O)n1Cc1ccco1	1.9&0.17	5	-19	-26	9	-16	10	-22	-20
Cc1c(Cl)cccc1Nc1nc(N)nc(CN2CCCCCC2)n1	0.77	-4	10	-1	-18	-5	6	-1	3
CC(=O)NCCCc1nc2ccccc2n1Cc1ccc(C)cc1	-0.83	6	-10	-2	11	-10	2	9	-6
COc1ccccc1NC(=O)CNS(=O)(=O)c1ccccc1	0.097	.	.	4	.	-12	-37	-8	0
Cc1nc2nc(-c3ccco3)[nH]n2c(=O)c1Cc1ccccc1	-0.91	-2	10	-2	0	-12	-20	-36	2
CSc1ccccc1-c1nnc(-c2ccc(Cl)c(Cl)c2)o1	-0.23	4	7	18	3	-20	-4	-18	-1
Cc1c(/C=C/C(=O)c2ccc(Cl)s2)cnn1C	-0.12	-26	4	9	4	-6	8	-8	.
CCn1c(-c2ccc(-c3ccccc3)cc2)c[nH]c1=S	0.73	-21	0	10	7	-10	-31	-31	-10
COc1ccc(C2=NC(C(F)(F)F)(C(F)(F)F)c3c(n(C)c(=O)n(C)c3=O)N2)cc1	-0.52	10	1	0	-10	-2	-6	-2	0
Clc1cccc(Cl)c1Cn1c(-c2cccnc2Cl)nc2ccccc21	-1.5	1	9	5	5	-2	-46	7	4
COc1ccc(-n2ccnc2SCC(=O)Nc2ccccc2)cc1	1.7	-23	12	.	-81	-9	-15	8	0
CCCCn1nnnc1SCC(=O)c1cc(Cl)ccc1OC	0.11	-17	4	13	23	1	-3	-22	-13
O=C(CSc1nnnn1C1CCCCC1)N1CCCC1	0.68	7	1	-4	0	-3	12	-19	-1
O=C1CC(=O)C(n2cncn2)C(c2c(F)cccc2Cl)C1 (stereo unspecified)	0.1	-21	23	-6	-1	-4	17	-7	4
CCOCCCn1cnc2c(c1=O)c1nc3ccccc3nc1n2-c1ccccc1	0.54	2	1	-30	-4	-5	-10	-13	-8
CCOc1ccc(/C=N/n2c(SC)nnc(C(C)(C)C)c2=O)cc1	0.49	2	-33	7	-5	-3	-3	-29	-6
CCOC(=O)c1ccc(CNC(=O)C(Cc2c[nH]c3ccccc23)NC(C)=O)o1 (stereo unspecified)	-0.53	-2	4	-9	9	-9	-124	-3	-2
Cc1ccc(-n2c(Cn3nc(C(F)(F)F)cc3C)n[nH]c2=S)cc1	0.31	-16	0	10	15	1	-2	10	4
COC(=O)c1ccc2c(=O)n(C3CCCCC3)c(SCC#N)nc2c1	-0.061	-12	16	-21	-20	-9	0	-11	-5
CC(C)c1cc(C(=O)Nc2sc3c(c2C#N)CCC3)no1	-0.34	35	-5	4	-1	-10	-9	-12	-4
CC1CN(CC(=O)Nc2cccc(C(=O)Nc3cccc(C(F)(F)F)c3)c2)CC(C)O1 (stereo unspecified)	-0.1	-9	-9	46	3	-13	-19	3	-5
O=Cc1nc(-c2ccccc2Cl)n2ccccc12	0.71	-15	-1	11	3	5	-26	-23	4
CCCCNC(=O)c1ccc(S(=O)(=O)c2ccc(Cl)cc2)c(NC(C)=O)c1	-0.077	-5	10	-7	9	-9	6	-13	6
O=C(NN=C1C2CC3CC(C2)CC1C3)c1cc(Cl)ccc1O	0.046	-8	31	-8	7	-28	-19	-14	-5
Cc1ccsc1/C=C1\SC(N)=NC1=O	.	-6	-4	-5	13	-4	-30	19	-7
CCOC(=O)c1sc2cc([N+](=O)[O-])cc(SCC(C)C)c2c1N	-0.73	2	11	-5	-3	-16	6	-32	-10
Cc1cc(C)c(C#N)c(SCc2nc3ccccc3[nH]2)n1	-0.37	-46	34*	6	17	-10	6	5	17
CC12CCC(c3c(C(=O)Nc4nccs4)nn(-c4ccccc4)c31)C2(C)C (stereo unspecified)	-0.61	-30	5	.	10	-7	-6	6	-7
CCOC(=O)C(Cc1c(F)cccc1F)(NC(C)=O)C(=O)OCC	-0.89	-16	32	-5	5	-4	1	-7	2
O=C(NCCc1ccc(Cl)cc1)C1CCN(S(=O)(=O)N2CCCC2)CC1	0.016	-24	-6	38	15	-21	34	-8	7
Cc1ccc(S(=O)(=O)c2c(N)n(Cc3ccco3)c3nc4ccccc4nc23)cc1C	1.9	-26	6	2	12	-6	-11	14	-8
O=C(CCn1c(SCC(=O)NCc2ccco2)nc2ccccc2c1=O)NCCc1ccccc1	-0.81	17	12	19	10	0	-16	6	-11
COc1ccc(-n2c(=O)c3ccccc3n(Cc3ccc(F)cc3)c2=O)cc1OC	-0.75	-2	-5	1	23	-12	-8	9	-6
Cc1cc(C(=O)CSc2nc(N)cc(=O)[nH]2)c(C)n1CCc1ccc(Cl)cc1	-0.94	-23	-1	-16	16	-9	-6	-13	-8
Going on with the list.
SMILES	hDAT+cocaine	HUVEC tox TNFa	F-actin modifier	sEH inh	VCAM1 TNFa inh	PLK1 kinase inh	IL1B cytotox	PLK1 PBD inh	E coli WT exp
O=C(Nc1ccc(Cl)c(C(F)(F)F)c1)N1CCCC(O)C1 (stereo unspecified)	-0.83	9	6	57	-23	-13	-9	2	4
CSc1nc2ccc(S(=O)(=O)Nc3c(C)n(C)n(-c4ccccc4)c3=O)cc2s1	1.4	.	29	-5	-46	-3	-8	12	-4
O=S(=O)(c1cccs1)N1CCN(CC(O)COC2CCCc3ccccc32)CC1 (stereo unspecified)	0.45	-2	-23	-6	-3	-5	-15	-10	3
CCOc1ccc(-c2[nH]ncc2-c2ccc(OC)c(OC)c2)c(O)c1	0.88	-34	-2	-11	10	31	6	0	-1
O=C(CCN1CCN(c2ccccc2)CC1)Nc1ccccc1F	-0.66	-3	9	6	-7	-3	-36	26	18
CC(=O)c1ccc(NC(=O)CCn2c(=O)oc3ccccc32)cc1	-0.18	-22	11	.	-3	4	-4	19	-13

An excerpt from above, limited to PLK1 PBD inh and E coli WT exp:
compound,PLK1 PBD inh,E coli WT exp
O=S(=O)(c1cccs1)N1CCN(CC(O)COC2CCCc3ccccc32)CC1 (stereo unspecified),-10,3
O=C(CCN1CCN(c2ccccc2)CC1)Nc1ccccc1F,26,18
O=C(Nc1ccc(Cl)c(C(F)(F)F)c1)N1CCCC(O)C1 (stereo unspecified),2,4
CSc1nc2ccc(S(=O)(=O)Nc3c(C)n(C)n(-c4ccccc4)c3=O)cc2s1,12,-4
